Screening data deposited in PubChem by several laboratories.
SUMO Mot1 rescue – inhibitors of SUMOylation pathway: yeast Mot1-301 growth rescue | growth rescue, % at 18.8 µM | S. cerevisiae Mot1-301 growth rescue, ATP luminescence, 38.5C; percent above DMSO median, 100 means doubled | 320,000 compounds, 1% hits;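 active = every valid replicate shows activation above 250% relative to neutral control wells; inactive = the rest, any valid replicate at or below 250%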;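 note: OY570 slx delta 5 strain wells were the positive control but not used for scaling; some compounds called inactive have numbers as strong as hits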
HTR5A ag – HTR5A agonism, opioid heterodimer counter-screen; AID 504692; 340,000 compounds, 0.61% hits; activation, % at 9.3 µM; P47898; HTR5A agonist assay, luminescence, cell-based; in the data active = activation mostly above about 9.5%, no sharp cut-off; inactive = mostly below about 7.6%;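 note: 0% = cells with vehicle only and 100% = reference agonist; strong numbers were not always called active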
OPRM1-OPRD1 inv – inverse agonists of human mu-delta opioid receptor heterodimerization. P35372+P41143. cell-based MOR-DOR heterodimer luminescence, inverse agonism. inhibition, % at 9.3 µM. 340,000 compounds, 0.21% hits; in the data active = inhibition above about 22%, passing the limit was not always enough;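 note: 0% = cells with DMSO and 100% = wells without cells with DMSO; values of inactives mirror those of a sister screen read the other way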
Target sequence (P35372 whole entry, looked up): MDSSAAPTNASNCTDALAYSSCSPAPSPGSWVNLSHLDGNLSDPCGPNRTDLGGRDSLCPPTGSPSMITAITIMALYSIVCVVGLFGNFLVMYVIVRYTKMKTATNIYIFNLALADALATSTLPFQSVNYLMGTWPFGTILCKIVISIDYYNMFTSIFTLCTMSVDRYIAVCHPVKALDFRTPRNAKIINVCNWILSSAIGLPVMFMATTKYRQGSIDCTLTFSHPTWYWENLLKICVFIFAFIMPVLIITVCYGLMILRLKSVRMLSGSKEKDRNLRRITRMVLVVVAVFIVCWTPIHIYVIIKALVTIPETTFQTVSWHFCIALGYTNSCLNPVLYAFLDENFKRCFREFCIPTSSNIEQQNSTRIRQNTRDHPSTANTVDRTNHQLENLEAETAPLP
Target sequence (P41143 whole entry, looked up): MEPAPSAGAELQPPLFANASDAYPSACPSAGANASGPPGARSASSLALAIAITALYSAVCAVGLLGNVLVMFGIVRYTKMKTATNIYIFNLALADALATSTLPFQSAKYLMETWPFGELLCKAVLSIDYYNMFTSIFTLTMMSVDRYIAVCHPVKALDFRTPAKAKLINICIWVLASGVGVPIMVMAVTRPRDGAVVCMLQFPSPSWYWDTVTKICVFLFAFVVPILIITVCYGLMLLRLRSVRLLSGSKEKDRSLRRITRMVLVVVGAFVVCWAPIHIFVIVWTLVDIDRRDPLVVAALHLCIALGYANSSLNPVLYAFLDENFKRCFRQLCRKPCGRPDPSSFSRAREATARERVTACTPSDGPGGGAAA
Ecoli viability – bacterial growth inhibition, counter-screen for AddAB inhibitors. 330,000 compounds, 0.27% hits. E. coli V3065 growth, OD600 absorbance, 18 h. inhibition, % at 11.9 µM;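 active = inhibition above the campaign's mean inhibition across all tested compounds plus 3 SD, cut at about 9.9% in these data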;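 note: uninfected addAB+ strain grown without phage in ampicillin broth; 0% = DMSO wells and 100% = ciprofloxacin 0.95 µg/ml wells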
Pemphigus Ab inh – inhibitors of pemphigus antibody binding to human desmoglein-3 | 310,000 compounds, 0.48% hits | AID 588358 | binding (percent of control), % at 10 µM | P32926 | DSG3-coupled beads, scFv-anti-DSG3-GFP binding, flow cytometry; active compounds read low;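 active = binding more than 3 SD below its plate's average and above zero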;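 note: hits lower antibody fragment binding to DSG3; some compounds called inactive have numbers as strong as hits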
PfHsp90 yeast 2 – inhibits growth of yeast expressing Plasmodium falciparum Hsp90 | inhibition, % at 9.4 µM | S. cerevisiae expressing PfHsp90, BacTiter-Glo ATP, 48 h; yeast lacking PDR1 and PDR3 efflux regulators | AID 504621 | 310,000 compounds, 0.32% hits;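 active = every replicate shows inhibition above about 80%, whatever the replicate mean, limit read from the data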;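 note: 0% = DMSO neutral controls and 100% = 20 µM radicicol positive controls; yeast relying on Plasmodium falciparum Hsp90 in place of its own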
OPRM1-OPRD1 ag – agonists of human mu-delta opioid receptor heterodimerization; cells, OPRM1-OPRD1 heterodimerization, luminescence; 340,000 compounds, 0.3% hits; AID 504326; activation, % at 9.3 µM; in the data active = activation above about 18%;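 note: 0% = vehicle-treated cells and 100% = reference agonist; values of inactives mirror those of a sister screen read the other way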
AddAB inh – less growth of phage-infected E. coli with AddAB | 330,000 compounds, 0.29% hits | inhibition, % at 11.9 µM | E. coli expressing H. pylori AddAB, absorbance growth | AID 435030; in the data active = inhibition above about 12%;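 note: 0% = vehicle wells of infected cells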
HTR5A inv ag – inverse agonist of human HTR5A in OPRM1-OPRD1 counter-screen. HTR5A cell line, luminescence, inverse agonism. inhibition, % at 9.3 µM. 340,000 compounds, 0.083% hits; in the data active = inhibition mostly above about 23%, no sharp cut-off; inactive = mostly below about 18%;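 note: 0% = cells with DMSO and 100% = no-cell wells with DMSO; some compounds called inactive have numbers as strong as hits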
phage Ecoli inh – E. coli growth loss with phage present | growth absorbance | inhibition, % at 11.9 µM | 360,000 compounds, 0.26% hits; in the data active = inhibition above about 11%
PKA-R1A activ – activates the PKA-R1A holoenzyme complex; AID 504707; activation, % at 11.4 µM; PKA-R1A dissociation, Cy5-IP20 fluorescence polarization; scaled: DMSO 0%, 113 µM cGMP 100%; P00514+P68181; 340,000 compounds, 0.083% hits;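 active = percent activation above the mean of all tested compounds plus 3 SD, cut at about 19% in these data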;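 note: higher means more PKAc released from R1A so a rise in polarization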
Active calls of the source: *; · = no result given. Rows were taken by chance; any-hit rate near 3.2%.

Order of results – SUMO Mot1 rescue	HTR5A ag	OPRM1-OPRD1 inv	Ecoli viability	Pemphigus Ab inh	PfHsp90 yeast 2	OPRM1-OPRD1 ag	AddAB inh	HTR5A inv ag	phage Ecoli inh	PKA-R1A activ
[1] COc1ccc2occ(C(=O)c3ccc(N=C(C)N(C)C)cc3)c2c1
→ 237	4	13	-0.5	110	-24	-2.3	-2.9	8	3.7	2
[2] CCN(CC)C(=O)c1cc(-c2ccc(Br)cc2)on1
→ 30	0	2	1.1	104	-3	-0.4	1.5	-24	2.8	-2
[3] COc1ccc(CN(C(=O)COc2ccccc2)c2ccccc2C(=O)O)cc1
→ -13	9	10	2.1	77	-13	-1.8	-1.5	-24	0.3	-3
[4] CCCN(Cc1ccccc1)C(=S)Nc1cccc(C)c1C
→ 15	1	-16	-1.4	98	11	3.1	-0.6	-2	-0.3	2
[5] Cc1ccc(S(=O)(=O)NCC(c2cccnc2)N2CCOCC2)cc1 (stereo not given)
→ -2	0	8	-2.1	84	21	-1.2	-0.3	0	4.1	8
[6] Clc1ccc(Cl)c(OCCN2CCOCC2)c1
→ 21	-1	10	-0.9	75	6	-1.8	1.9	1	2.5	0
[7] COc1ccccc1N1CCN(C(=O)C2CCC(CNS(=O)(=O)c3ccc(NC(C)=O)cc3)CC2)CC1 (stereo not given)
→ 15	2	18	·	94	-13	-3.1	·	-8	1.7	11
[8] Cn1c(-c2ccccc2)nc2cnccc21
→ 1	4	6	1.3	86	-7	-1.3	1.6	-11	0.8	0
[9] O=C(Cc1ccccc1)Nc1cccc(NC(=O)c2ccccc2)c1
→ 1	4	8	3.3	99	10	-1.8	6.7	-16	5.3	-1
[10] COC(=O)c1ccc(CNC(=O)COc2ccccc2Br)o1
→ 351	8	10	3.4	100	-12	-1.8	0.2	-21	2.9	2
[11] CCN(CC)CCCNC(=S)N(CCCO)Cc1cc2cc3c(cc2[nH]c1=O)OCO3
→ -11	-5	4	-3.1	101	15	-0.8	-1.5	-6	2.4	-2
[12] COc1ccc(NC(=O)/C(C#N)=C/c2ccc(-c3ccc(Cl)c(C(=O)O)c3)o2)cc1
→ 311	1	20	·	106	-2	-4.1	·	-2	1.5	12
[13] O=S(=O)(/N=C(/c1ccccc1)N1CCCCCC1)c1ccccc1
→ -6	1	3	2.6	·	5	-0.6	0.5	6	2.1	3
[14] COc1ccc(C)cc1C1=Nc2ccccc2C1(C)C
→ 8	9	-3	-0.3	101	5	0.7	0.5	-32	2.7	-1
[15] CCC(C)(C)C1CCc2[nH]nc(C(=O)NCc3ccccn3)c2C1 (stereo not given)
→ -1	3	4	-0.3	101	7	-0.7	3.1	27	2.0	-1
[16] CCOc1ccc(NC(=O)c2ccc3c(c2)C(=O)N(Cc2ccncc2)C3=O)cc1
→ ·	2	1	·	108	·	-0.2	·	7	5.1	-4
[17] CCN(CC)c1ccc(NC(=O)c2ccccn2)cc1S(=O)(=O)Nc1ccccc1OC
→ ·	4	5	·	100	24	-0.7	·	-9	1.6	-4
[18] CC(C)n1c(SCC(=O)NC2CC2)nnc1C1CC1
→ -1	-2	-8	3.8	98	-2	1.5	0.4	22	-0.9	-5
[19] COc1cccc(N2CCN(C3CC(=O)N(c4ccc(Cl)cc4)C3=O)CC2)c1 (stereo not given)
→ 14	-4	10	1.6	106	32	-1.9	-1.3	14	1.1	1
[20] COc1ccc(/C=C/C2=NN(C)C(=O)CC2)cc1
→ -4	-1	10	1.9	102	-95	-2.0	1.0	1	·	-21
[21] CCOC(=O)C1=C(C)NC(SCC(N)=O)=C(C#N)C1c1ccccc1 (stereo not given)
→ -8	1	-3	-2.0	97	-43	0.4	1.9	-3	3.3	-12
[22] O=C(CCC1CCCCC1)NCCN1C2=NC[C@H](Cc3ccccc3)N2C[C@H]1Cc1ccc(O)cc1
→ -11	2	11	-3.1	127	-11	-1.9	0.3	-8	1.7	-4
[23] COc1ccc(C)cc1NC(=O)c1cc2c(=O)n3ccccc3nc2n1C
→ ·	-2	10	-0.2	108	·	-2.1	0.4	6	0.6	-2
[24] O=C(COc1ccc(Br)cc1)NCCCNC(=O)c1cccnc1
→ 5	-4	14	0.8	100	2	-2.5	-0.9	-20	-0.4	-2
[25] Cc1cnc(Nc2nc3ccccc3o2)nc1C(=O)Nc1cccc(C(F)(F)F)c1
→ 14	-3	21	-5.2	101	-13	-3.4	-3.8	-8	3.5	-6
[26] O=C(COC(=O)C1CC1)NC(=O)c1ccccc1
→ -2	-2	7	-0.9	98	11	-1.8	0.6	20	-1.3	10
[27] CCOc1cc(/C=C2/C(=N)N3OC(C)=CC3=NC2=O)ccc1OC
→ 256	-2	8	-2.7	92	-16	-1.6	1.0	5	1.6	3
[28] Cc1cccc(CS(=O)(=O)c2ncc(Cl)c(C(=O)Nc3ccc(F)cc3)n2)c1
→ ·	-2	19	-2.2	101	105*	-3.6	0.9	10	1.5	-7
[29] COc1ccc(OC)c(C2C(C(=O)c3ccc(C)o3)=C(O)C(=O)N2CCCN2CCOCC2)c1 (stereo not given)
→ -2	-2	-4	-0.6	101	25	0.7	1.7	-37	1.3	-7
[30] CC(C)CCN1CCN(CCCc2ccccc2)CC1CCO (stereo not given)
→ -17	-1	-7	-3.2	87	4	1.5	2.7	8	2.9	2
[31] CCC(C)(C)n1nnnc1C(c1cc(OC)ccc1OC)N1CCN(Cc2ccccc2)CC1 (stereo not given)
→ -1	0	5	-1.7	95	-1	-1.1	0.3	6	4.2	5
[32] NS(=O)(=O)c1ccc(CNC(=O)c2ccc(Br)o2)cc1
→ 10	4	10	1.0	105	5	-2.0	1.2	17	2.0	-5
[33] CC1(C)CC(=O)C(C2(O)C(=O)Nc3ccccc32)CO1 (stereo not given)
→ 96	-8	55*	0.0	122	·	-11	4.3	22*	3.1	-7
[34] CC1(C)C2CCC(C2)C1(C)NC(=O)C[N+](C)(C)C (stereo not given)
→ ·	0	19	-0.7	100	7	-3.6	-0.3	1	3.4	-1
[35] O=C(Nc1c(F)c(F)c(F)c(F)c1F)C1CCCCC1
→ 179	-1	0	1.6	106	15	0.1	0.8	2	4.1	-8
[36] Cc1ccccc1C(=O)NC(NCC1CCCO1)C(Cl)(Cl)Cl (stereo not given)
→ -1	-3	9	0.3	113	11	-1.5	0.2	-25	3.4	-11
[37] O=C(CN1C(=O)NC2(CCCCCC2)C1=O)c1ccc2c(c1)OCCO2
→ ·	5	8	1.5	101	-25	-1.4	0.5	4	3.3	-3
[38] CCN1CCN(S(=O)(=O)c2ccc(OC)cc2)CC1
→ -2	4	8	-1.7	108	21	-1.5	-2.2	-10	2.6	4
[39] O=C(NCc1ccccc1Cl)C1CCCN(C(=O)Nc2ccc(F)cc2)C1 (stereo not given)
→ 4	3	5	-1.8	96	8	-0.8	1.5	-1	1.5	-2
[40] CCc1nc(-c2ccccc2)c2ccccn12
→ 1	-3	13	2.0	·	12	-2.9	-0.4	8	1.7	2
[41] COc1ccc(CN(CCC(C)C)S(=O)(=O)c2ccccc2Br)c(OC)c1
→ ·	1	-3	0.5	96	16	0.7	0.1	-2	-1.2	1
[42] COc1ccc(C(=O)/C=C/Nc2ccc([N+](=O)[O-])cc2)cc1
→ -5	-2	-5	-2.1	92	-1	0.8	1.7	6	2.8	2
[43] O=C(CNC(=O)c1cccs1)NCC(=O)OCc1c(F)cccc1Cl
→ 0	·	·	-1.1	102	11	·	3.6	·	5.2	·
[44] C=CCNC(=O)CSc1nc2sc3c(c2c(=O)n1CCCOC)CCC3
→ -11	-3	11	-1.1	117	1	-2.3	1.2	9	1.6	-14
[45] O=C(CC1SC(=NCC2CCCO2)NC1=O)Nc1cccc2ccccc12 (stereo not given)
→ 11	1	3	-1.8	95	-19	-0.4	2.4	-2	2.2	4
[46] O=C(/C=C/c1ccccc1)c1ccc2c(c1)OCCCCO2
→ -23	-2	3	-0.8	·	-2	-0.6	-1.5	11	2.5	-5
[47] O=C(COc1ccccc1)OCC(=O)c1ccc(O)cc1O
→ -11	3	2	-0.2	100	20	-0.6	1.0	-7	2.5	-6
[48] Cc1ccc(C(=O)Nc2c(N)nc(SCC(=O)Nc3cc(C)on3)[nH]c2=O)cc1
→ -4	-1	22	-0.5	103	14	-4.2	3.3	3	2.7	2
[49] Cc1ccc(OCc2ccc(C#N)cc2)c(C(=O)c2cc(C#N)c(=O)n(C3CC3)c2)c1
→ -6	12	-9	-1.6	105	13	1.3	2.7	-3	2.4	-11
[50] COc1ccc(C2(c3ccc(O)cc3O)CC(c3ccccc3Cl)NC(=S)N2)cc1 (stereo not given)
→ -19	1	13	-0.7	107	-20	-2.8	1.4	-3	6.2	-5

(continued)
Order of results – SUMO Mot1 rescue	HTR5A ag	OPRM1-OPRD1 inv	Ecoli viability	Pemphigus Ab inh	PfHsp90 yeast 2	OPRM1-OPRD1 ag	AddAB inh	HTR5A inv ag	phage Ecoli inh	PKA-R1A activ
[51] CCCc1nc2c(s1)CCc1onc(-c3ccc(Cl)cc3)c1-2
→ -22	-2	9	-1.5	106	-1	-1.7	4.0	-7	2.3	-12
[52] CN(C)S(=O)(=O)c1ccc(-c2csc(N/N=C/c3ccco3)n2)cc1
→ -3	6	-64	-1.7	95	7	12	1.2	16	3.3	-10
[53] CCn1c(SCC(=O)c2cc(OC)ccc2OC)nnc1C1CC1
→ -21	2	11	-0.4	100	-8	-1.8	4.9	-6	2.1	-3
[54] CCCCN(C(=O)COC(=O)c1nc2nc(C)cc(C)n2n1)C1CCS(=O)(=O)C1 (stereo not given)
→ -4	14	10	-2.3	·	-28	-2.4	2.9	-35	2.6	8
[55] Cc1cc(C)n(CCc2nc(-c3cc4ccccc4o3)cs2)n1
→ 21	0	-23	-1.4	100	8	4.6	2.6	1	2.9	-2
[56] CCOC(=O)C1CCCCN1Cc1cn(C)nc1-c1ccccc1F (stereo not given)
→ 348	3	5	2.8	88	7	-1.1	-0.2	-10	-2.4	-4
[57] CCCn1c(=O)c(C(=O)NCC2CCCO2)c(O)c2ccccc21 (stereo not given)
→ 0	4	-8	3.3	96	8	1.6	5.1	7	2.7	-15
[58] Cc1csc2c(N3CCN(C(=O)Nc4ccc(Cl)c(Cl)c4)CC3)ncnc12
→ 4	10	-1	0.2	114	6	0.3	2.3	-5	-1.2	-4
[59] CC(=O)c1ccc(N2CCN(C(=O)c3c(-c4ccccc4Cl)noc3C)CC2)cc1
→ -5	3	5	-3.9	112	-3	-1.0	0.6	3	3.6	-1
[60] O=C(Nc1cc2c(cc1Cl)OCCCO2)c1ccc(F)cc1
→ -2	-11	16	0.2	115	-1	-3.0	3.0	27	4.7	-5
[61] CC(C)CCNC(=O)C1CCN(Cc2cccc(OCc3ccccc3)c2)CC1
→ 9	0	-19	-1.8	114	1	3.5	1.7	10	6.4	3
[62] CC(C)(C)CC(=O)O/N=C(\N)c1ccccn1
→ -5	2	1	0.4	76	3	-0.1	2.2	34	1.9	-4
[63] CC1CC(C)(C)CC(=O)C1C(=O)c1ccccc1 (stereo not given)
→ 91	11	2	2.1	98	-3	-0.5	2.8	-28	3.3	-4
[64] Cc1cc(NC(=O)Cn2nnc3sc4c(c3c2=O)CCC(C(C)(C)C)C4)no1 (stereo not given)
→ 22	0	-6	-2.7	98	·	1.1	-2.2	-18	4.1	-5
